A340 absorber – compounds absorbing at 340 nm. fold change at 10 µM. 65,000 tested, under 10 active. compound absorbance at 340 nm, fold over control;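 active = at 10 µM dose, initial 340 nm absorbance at least 2 fold that of control wells; inactive = change under 2 fold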;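 note: initial absorbance extrapolated from kinetic A340 decline of NADH oxidation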
RORa activator – RORA (human) activation | 65,000 compounds, 1.5% hits | CHO-K1 Gal4-RORA LBD luciferase reporter, luminescence; percent increase over mock-subtracted basal signal | activation, % at 10 µM;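 active = activation above the mean of all tested compounds plus 3 SD, cut at about 49% in these data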;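 note: 0% = DMSO-treated RORA cells and 100% = added signal equal to DMSO minus mock-transfected cells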
NADH enzymes – inhibitors of enzymes used to reach an NAD/NADH endpoint | coupled PK/LDH NADH assays, four targets | IC50, µM (titrated, usually from 10 µM), for the others: at the highest dose inhibition | 65,000 compounds, 0.02% hits | AID 774;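 active = single-dose screening hits from any of four coupled enzyme assays that gave an IC50 when retested across doses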;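 note: the DPM-DC format reads NADH fluorescence rather than 340 nm absorbance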
HTR1A agonist – 5-HT1a (human) receptor agonism. P08908. CHO 5-HT1a Ga15 NFAT-bla reporter, FRET ratio; 0% basal, 100% maximal reference agonist. activation, % at 10 µM. 65,000 compounds, 0.56% hits;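 active = activation above the screen-wide mean activation plus 3 SD, cut at about 19% in these data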;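 note: 0% = DMSO wells and 100% = 5-CT at EC100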
TNAP act mid DEA – activators of human TNAP at intermediate phosphate acceptor. activation factor at 20 µM. 64,000 tested, under 10 active. P05186. purified TNAP, CDP-star luminescence, 100 mM DEA, 30 min; active compounds read high; scale: 0 levamisole-inhibited, 1 vehicle-only enzyme;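 active = activation factor of at least 2 at 20 µM, relative to controls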
Target sequence (P05186 whole entry, looked up): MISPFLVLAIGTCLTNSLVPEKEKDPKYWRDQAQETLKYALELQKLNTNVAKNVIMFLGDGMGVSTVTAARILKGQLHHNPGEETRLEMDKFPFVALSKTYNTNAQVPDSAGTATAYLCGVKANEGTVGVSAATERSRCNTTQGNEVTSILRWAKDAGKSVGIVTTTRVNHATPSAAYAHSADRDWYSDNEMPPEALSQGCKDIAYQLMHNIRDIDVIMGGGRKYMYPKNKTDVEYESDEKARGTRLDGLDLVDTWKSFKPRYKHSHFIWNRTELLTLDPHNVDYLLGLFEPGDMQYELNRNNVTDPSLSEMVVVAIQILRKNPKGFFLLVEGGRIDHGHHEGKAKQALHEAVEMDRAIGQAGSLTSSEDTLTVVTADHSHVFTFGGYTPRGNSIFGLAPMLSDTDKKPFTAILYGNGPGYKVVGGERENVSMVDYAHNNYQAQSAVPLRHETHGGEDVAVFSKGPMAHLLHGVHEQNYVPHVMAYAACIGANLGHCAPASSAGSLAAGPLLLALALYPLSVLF
MMP-13 inhibitor – inhibitors of human MMP13; P45452; MMP-13 fTHP FRET cleavage, Mca fluorescence; inhibition, % at 4 µM; 65,000 compounds, 0.07% hits;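 active = inhibition above the mean of compound-free control plate wells plus 3 SD, cut at about 14% in these data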;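 note: 0% = DMSO wells and 100% = wells with reference MMP-13 inhibitor after basal subtraction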
5-HT1A blocker – blocks the human serotonin 5-HT1a receptor. P08908. CHO 5-HT1a Ga15 NFAT-bla reporter, antagonist mode. inhibition, % at 10 µM. 62,000 compounds, 0.68% hits;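 active = inhibition above the mean of all tested compounds plus 3 SD, cut at about 43% in these data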;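 note: receptor stimulated by 5-CT agonist at 100 nM near EC80; beta-lactamase reporter measured by ratiometric fluorescence of a cleavable substrate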
SF1 activator – activates the human nuclear receptor SF-1 | CHO-K1 Gal4-SF-1 LBD luciferase reporter; % increase over DMSO SF-1-specific signal | Q13285 | 65,000 compounds, 1.9% hits | activation, % at 10 µM;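 active = activation above the mean activation of all tested compounds plus 3 SD, cut at about 50% in these data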
Target sequence (Q13285 whole entry, looked up, the tested form may be a part): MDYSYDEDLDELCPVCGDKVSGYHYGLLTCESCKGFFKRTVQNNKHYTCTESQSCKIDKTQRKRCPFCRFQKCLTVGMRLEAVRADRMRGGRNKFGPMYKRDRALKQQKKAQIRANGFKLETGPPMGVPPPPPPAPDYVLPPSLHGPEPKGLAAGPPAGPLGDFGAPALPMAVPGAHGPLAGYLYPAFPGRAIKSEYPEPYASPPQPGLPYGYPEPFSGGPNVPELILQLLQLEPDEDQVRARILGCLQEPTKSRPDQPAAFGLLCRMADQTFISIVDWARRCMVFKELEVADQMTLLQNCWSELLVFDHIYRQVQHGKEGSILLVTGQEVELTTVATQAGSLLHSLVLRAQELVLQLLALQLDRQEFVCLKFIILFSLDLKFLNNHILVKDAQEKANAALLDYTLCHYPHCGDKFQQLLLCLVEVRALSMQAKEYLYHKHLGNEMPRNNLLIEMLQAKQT
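Test system: CHO-K1 cells co-transfected with Gal4 DBD–human SF-1 LBD, 5xGal4 luciferase reporter. Quantity: 4,000 cells per well. Compound: 10 µM only. Incubation: compound added 1 h post-seeding, 20 h exposure at 37 °C, 5% CO2. Detection: SteadyLite luciferase luminescence. Replication: one test per compound.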
Autofluor 339 – intrinsic fluorescence of library compounds, ex339/em460 – biochemical, MLSMR library, data from DPM-DC assay, artefact control, profiling panel; compound autofluorescence, ex339/em460 nm, NADH buffer; active compounds read high; 1 = no-compound wells, NADH background; fluorescence fold increase at 10 µM; 65,000 compounds, 5.5% hits; AID 709;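 active = at 10 µM, mean starting fluorescence two-fold or more over control wells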;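 note: signal is the first read of a kinetic run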
An asterisk follows results filed as active; · = not tested or not shown; [ ] = remark or other dose.

SMILES	A340 absorber	RORa activator	NADH enzymes	HTR1A agonist	TNAP act mid DEA	MMP-13 inhibitor	5-HT1A blocker	SF1 activator	Autofluor 339
O=C(Nc1ccc(Cl)cc1)c1cc2nc(-c3ccco3)cc(C(F)(F)F)n2n1	1.1	-9	9%	5.3	1	-32	-23	-7	2.5*
CC(=O)Nc1sc2c(c1CN1CCN(c3ccccn3)CC1)CCCC2	0.97	2	2%	2.3	0.9	5	17	-2	1
Cn1c(NC(=O)c2cccc(C(F)(F)F)c2)cc(=O)n(C)c1=O	1.1	2	5%	0.5	0.8	4	-15	-8	1.1
CN1C(=O)Cn2c1nc1ccccc12	0.98	-13	5%	-4.5	1	5	2	-13	1.1
CC(=O)c1ccc(NC(=O)CSc2nnc(Cn3c(=O)sc4ccccc43)n2C)cc1	1.1	4	4%	-1.5	0.9	2	-8	2	1.1
CC(Oc1ccccc1F)C(=O)NCCN1CCCCC1 (configuration not stated)	1	-14	2%	0.4	1	1	5	-6	1.1
COc1ccc(-c2cc(C(F)(F)F)nc(SCCC(=O)NCc3ccco3)n2)cc1	1.1	5	3%	-1.9	0.9	-10	11	12	1.4
C=CCNC(=O)c1ccccc1Cl	1	-11	0%	-1.4	1	5	-4	8	1.1
O=C1Nc2ccc(S(=O)(=O)N3CCCC3)c3ccc(S(=O)(=O)N4CCCC4)c1c23	1.1	22	3%	1.5	0.9	-30	-6	12	1.2
COc1cc(NC(=O)CN2C(=O)NC(C)(CC(C)C)C2=O)cc(OC)c1 (configuration not stated)	1	8	3%	-3.0	1	-3	-9	7	1.1
CCN=C1SC(C(=O)NCCc2ccccc2)CC(=O)N1CC (configuration not stated)	1	14	8%	0.3	0.9	3	0	-16	1.1
O=C(Nc1ccc(N2CCOCC2)c(Cl)c1)C1CCCCC1	1	49*	7%	-1.4	1	2	17	47	1.1
CCCCOn1c(C)c(C(=O)OCC)c2c3nonc3ccc21	0.99	11	2%[may fluoresce]	0.8	0.9	-59[fluorescence artefact?]	18	-7	2.6*
O=S(=O)(NC1=NCCCCCC1)c1cccs1	1	-7	4%	-4.3	0.9	1	1	-10	1.1
Cc1c(C(=O)NCc2ccccn2)sc2nc(-c3ccc(F)cc3)cn12	1	15	1%	1.9	0.8	0	-2	28	1.1
COc1ccccc1-c1nc(-c2ccc(C)nc2OC)no1	1.1	39	5%	-2.4	0.9	-10	7	74*	1.2
C/C(=N\O)C(=O)NCCCn1ccnc1	1	-8	6%	0.5	1	3	·	-10	1
COCCNC(=O)c1cc(Br)ccc1Cl	1.1	-11	7%	-0.7	1	1	-4	8	1.1
COc1ccc2[nH]c(C)c(CCN3C(=O)C4CC=CCC4C3=O)c2c1 (configuration not stated)	1	-3	0%	-0.9	1	-3	2	22	1.1
COc1ccc(-c2nnc3c4ccccc4c(C)nn23)cc1S(=O)(=O)N1CCN(CCO)CC1	1	13	6%	-1.1	0.9	-2	-9	-12	1.3
NCCCCCc1nnc(SCC(=O)c2ccc(Cl)cc2)o1	1	12	4%	-4.2	0.8	5	0	7	1.2
c1ccc2c(c1)nc1sccn12	1	-4	9%	0.0	0.8	2	-6	7	1.1
COc1cccc(N2CC(C(=O)Nc3ccc(C(=O)OC(C)C)cc3)CC2=O)c1 (configuration not stated)	1	10	7%	0.7	0.9	0	-10	-8	1.1
[N-]=[N+]=CC(=O)CCCN1C(=O)c2ccccc2C1=O	1.1	-10	4%	-3.6	0.8	2	0	-12	1.1
CCC(=O)NC(Nc1cccc(C)n1)(C(F)(F)F)C(F)(F)F	1	-18	4%	-2.0	0.8	-1	4	-4	1.1
O=C(CSc1nnc(Cn2c(=O)sc3ccccc32)n1-c1ccccc1)N1CCOCC1	1	-12	5%	-1.6	1	0	-5	-5	1.1
COc1ccc(N=C2SCC(=O)N2c2ccc(OC)cc2)cc1	1	-11	5%	-3.0	0.9	9	0	28	1.1
Cn1c(=O)n(CC(=O)O)c(=O)c2c1nc1n2CCS1	1	-1	1%	0.1	1.1	-3	-9	-8	1.1
CCOC(=O)c1c(NC(=O)C2CCN(S(=O)(=O)c3cccs3)CC2)sc(C)c1C	1.1	0	3%	5.8	0.9	-1	-3	-12	1.2
CCN(CC)C(=O)COc1ccc(CC(=O)O)cc1OC	1.1	-28	0%	-3.2	1	-7	-10	5	0.96

2 entries from above, reformatted.
Every second line gives: A340 absorber	RORa activator	NADH enzymes	HTR1A agonist	TNAP act mid DEA	MMP-13 inhibitor	5-HT1A blocker	SF1 activator	Autofluor 339
c1ccc2c(c1)nc1sccn12
  1	-4	9%	0.0	0.8	2	-6	7	1.1
COc1cccc(N2CC(C(=O)Nc3ccc(C(=O)OC(C)C)cc3)CC2=O)c1 (configuration not stated)
  1	10	7%	0.7	0.9	0	-10	-8	1.1

(further entries)
SMILES	A340 absorber	RORa activator	NADH enzymes	HTR1A agonist	TNAP act mid DEA	MMP-13 inhibitor	5-HT1A blocker	SF1 activator	Autofluor 339
CC1CCN(S(=O)(=O)c2ccc3[nH]c(=O)cc(C(=O)O)c3c2)CC1	1	2	2%	1.3	0.9	2	-3	-6	1.1
CC(N=Cc1cccc(O)c1O)c1ccccc1 (configuration not stated)	1	3	3%	1.4	0.9	4	26	-18	1.1
CC1(C)CC(NC(=O)C(F)(F)F)CC(C)(C)N1OC(=O)c1ccco1	0.99	18	7%	-1.4	1	2	-8	-19	1.1
O=C(Cn1cnc2c(nnn2-c2ccccc2)c1=O)NCc1ccco1	1.1	2	0%	0.6	1	0	-19	3	1.1
Cc1cc(NC2CCCCC2)nc(N2CCOCC2)n1	1	1	3%	-2.4	1	3	-3	13	1.1
C=CCn1c(=O)c2c(nc3n2CC(C)CN3c2cccc(OC)c2)n(C)c1=O (configuration not stated)	1.1	30	1%	1.2	0.9	3	-8	-18	1.1
O=C(O)C(c1ccccc1)N1CCCC1 (configuration not stated)	1	4	2%	-2.1	1	2	-4	8	1.1
CCn1c2ccccc2c2cc(NC(=O)Cc3ccc(S(=O)(=O)N4CCOCC4)s3)ccc21	1	6	3%	6.9	0.9	2	-30	6	1.1
O=S1(=O)N=C(Nc2ccc(S(=O)(=O)N3CCCCC3)cc2)c2ccccc21	1.1	11	5%	-1.9	1	4	5	12	1.6
CC(=O)Nc1cccc(NC(=O)CSc2nnc(Cc3cccn3C)n2-c2ccc(F)cc2)c1	1	-3	4%	-3.5	0.9	4	1	-14	1.1
COc1ccc(NC(=O)Cn2nc(C(F)(F)F)c3c2CCCC3)c(OC)c1	1	-10	4%	-0.6	0.9	6	-4	-17	1.1
Cc1cccc(N2CCN(C(=O)CCCn3c(=S)[nH]c4cc5c(cc4c3=O)OCO5)CC2)c1C	1	-5	4%	1.1	0.9	2	-16	-7	1.1
CCOc1ccc(N(CC(N)=O)S(=O)(=O)c2ccc(F)cc2)cc1	1.1	-18	3%	0.3	0.9	1	-4	-6	1.1
Cc1nnc(SCC(=O)Nc2ccccc2NC(=O)CSc2nnc(C)s2)s1	1	7	7%	-1.1	1	6	4	12	1.1
CCOC(=O)CNC(=O)COc1ccc(Cl)cc1Br	1.1	3	2%	-3.5	0.9	-2	0	4	1.1
CC1CCCCN1C(=O)CN1C(=O)CN(C)C(=O)c2ccccc21 (configuration not stated)	1	10	5%	-1.2	0.9	0	6	7	1.1
CCOC(=O)N1CCC(Nc2c(NCCCN(CC)c3cccc(C)c3)c(=O)c2=O)CC1	1	3	4%	-2.1	1	4	-16	-10	1.1
CN1C(C)(C)CC(NC(=O)CCC(=O)NC2CC(C)(C)N(C)C(C)(C)C2)CC1(C)C	1.1	-9	1%	-0.1	1	0	0	15	1.1
CCN(CC)S(=O)(=O)c1cc(C(=O)Nc2ccccc2C(=O)O)ccc1OC	1	-12	3%	0.4	0.9	10	4	3	1.1
COc1ccc(CCNC(=O)Cn2cnc3c(cnn3-c3ccccc3Cl)c2=O)cc1OC	0.97	6	8%	-0.3	0.9	-4	-8	1	1.1
CCn1c(SCC(=O)NCc2ccc(F)cc2)nc2c(c1=O)SC(C)C2 (configuration not stated)	1.1	-14	9%	0.5	0.9	5	3	18	1
COc1ccc(C(=O)CCC(=O)N2CCN(c3ccc(N4CCOCC4)nn3)CC2)cc1	1	-18	2%[fluoresces]	-0.9	0.9	-17	-11	28	2.1*
C=CCN(C(=O)c1ccccc1)c1ccc(OC)cc1	1.1	16	0%	1.7	0.9	5	0	19	1.1
O=C1C2CCCN2C(c2ccccc2)N1c1ccc(Cl)cc1 (configuration not stated)	1	-21	2%	-0.9	0.9	2	7	-3	1.1
CCN(CC)CCN1C(=O)C(O)=C(C(=O)c2cccs2)C1c1ccc(C)o1 (configuration not stated)	1	-10	2%	-0.6	0.9	-2	-1	4	1
CCN(CC)CCSc1nc(O)c(-c2ccccc2)c(=O)[nH]1	0.99	2	6%	-0.7	0.9	0	0	6	1
CCOC(=O)c1cc(C)n(Cc2cccc(OC)c2OC)c1C	1	-12	4%	-0.3	0.9	-3	·	-5	1.1
O=C1CC(c2ccccc2)CN1S(=O)(=O)c1ccccc1 (configuration not stated)	1	20	3%	-1.5	0.9	-1	-4	-23	1.1
Cc1nc2ccccc2c(=O)n1NCc1cccs1	0.97	6	6%	-2.5	0.8	0	3	5	1.1
CS(=O)(=O)N1CCN(c2nc(-c3ccc(F)cc3)cs2)CC1	1	47	3%	-3.7	1	3	9	24	1.1

Just SF1 activator and A340 absorber (2 entries from above):
SMILES,SF1 activator,A340 absorber
COc1ccc(CCNC(=O)Cn2cnc3c(cnn3-c3ccccc3Cl)c2=O)cc1OC,1,0.97
CCn1c(SCC(=O)NCc2ccc(F)cc2)nc2c(c1=O)SC(C)C2 (configuration not stated),18,1.1

Other results follow:
SMILES	A340 absorber	RORa activator	NADH enzymes	HTR1A agonist	TNAP act mid DEA	MMP-13 inhibitor	5-HT1A blocker	SF1 activator	Autofluor 339
CCOC(=O)c1ccc(COC(=O)c2ccc(-c3nnc(-c4ccccc4)o3)cc2)o1	1	23	8%	-0.2	1	-10	-4	25	1.5
COC(=O)CSc1nnc(-c2ccccn2)n1Cc1ccco1	1	8	5%	-0.4	0.9	-2	-14	-3	1.1
CCOc1cc(/C=N/n2cnnc2)c(Br)cc1O	1.1	-13	8%	0.4	0.9	3	-8	-6	1.1
COc1ccc2c(c1)cc(C)c1nnc(SCC(=O)N3CCN(C(=O)c4ccco4)CC3)n12	1	12	3%	-2.3	1	0	-12	-6	1.1
Cc1ccc(C(=O)NCc2cccs2)cc1S(=O)(=O)N1CCCCC1	0.99	1	6%	-0.7	0.9	2	-8	6	0.98
CCOc1ccc(NC(=O)N(C2CCCCC2)C2CCN(C(C)=O)CC2)cc1	1	-1	6%	-2.1	1	-8	13	-1	0.95
CCCn1c(=O)c(C(=O)Nc2cnccn2)c(O)c2ccccc21	1	-9	5%	-3.6	0.9	3	-10	-3	1.1
CCC(C)Oc1cccc(OCCCCN2C(=O)NC(C)(C)C2=O)c1 (configuration not stated)	1.1	7	4%	-0.6	0.9	4	-7	8	1
O=C(Nc1ccc2nc(-c3cccs3)c(-c3cccs3)nc2c1)N1CCOCC1	1.1	14	19%	3.0	0.9	-28	-7	9	2.5*
COC(=O)c1cc2oc3ccccc3c2n1CC(=O)Nc1ccccc1OC	1	-11	9%	-3.1	0.9	7	10	-8	1.2
Cc1ccc(Cn2ccc(NC(=O)c3cc(-c4ccc(Br)cc4)on3)n2)cc1	1	-18	5%	-4.9	1	2	-6	-4	1.1
COc1cccc(NC=C2C(=O)OC3(CCCCC3)OC2=O)c1	1.2	-6	2%	-2.4	1	4	15	17	1
O=C(Cn1cc2c(n1)CCCCC2)NC1CCN(Cc2ccccc2)CC1	1	27	4%	29*	0.9	-2	7	-16	1.1

Compound activity as filed in PubChem.
